# PKA-R2B activ: activators of human PKA-R2B complex; P22694+P31323; PKA-R2B holoenzyme dissociation, Cy5-IP20 fluorescence polarization; R2B truncated from residue 108, S112A mutant; 0% DMSO only, 100% 113 µM cGMP; activation, % at 11.4 µM; 340,000 tested, 0.079% active;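 active = activation above a cutoff set at the mean over all compounds plus 3 SD, cut at about 18% in these data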;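 also: higher means more holoenzyme dissociation and a rise in polarization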
# Target sequence (P31323 whole entry, looked up, other chains not shown, the tested form may be a part): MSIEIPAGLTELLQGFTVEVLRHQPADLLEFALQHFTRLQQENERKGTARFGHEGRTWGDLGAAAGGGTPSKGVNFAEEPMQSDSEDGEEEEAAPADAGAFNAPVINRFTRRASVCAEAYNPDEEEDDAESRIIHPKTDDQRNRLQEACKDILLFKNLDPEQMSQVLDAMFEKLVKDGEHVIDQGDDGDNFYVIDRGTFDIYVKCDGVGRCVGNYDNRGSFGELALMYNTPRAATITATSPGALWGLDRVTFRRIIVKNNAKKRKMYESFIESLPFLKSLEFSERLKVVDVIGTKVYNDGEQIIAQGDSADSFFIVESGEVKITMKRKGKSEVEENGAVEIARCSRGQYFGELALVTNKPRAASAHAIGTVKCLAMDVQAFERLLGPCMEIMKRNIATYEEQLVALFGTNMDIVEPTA
# PfHsp90 yeast 2: reduces growth (ATP signal) of yeast expressing P. falciparum Hsp90. S. cerevisiae expressing PfHsp90, BacTiter-Glo ATP, 48 h; yeast lacking PDR1 and PDR3 efflux regulators. inhibition, % at 9.4 µM. AID 504621. 310,000 tested, 0.32% active;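 active = every replicate shows inhibition above about 80%, whatever the replicate mean, limit read from the data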;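 also: 0% = DMSO neutral controls and 100% = 20 µM radicicol positive controls; yeast relying on Plasmodium falciparum Hsp90 in place of its own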
# PKA-R1A act: activates the PKA-R1A holoenzyme complex; P00514+P68181; PKA-R1A dissociation, Cy5-IP20 fluorescence polarization; scaled: DMSO 0%, 113 µM cGMP 100%; activation, % at 11.4 µM; 340,000 tested, 0.083% active; AID 504707;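 active = percent activation above the mean of all tested compounds plus 3 SD, cut at about 19% in these data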;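 also: higher means more PKAc released from R1A so a rise in polarization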
# phage Ecoli inh: E. coli growth loss with phage present; 360,000 tested, 0.26% active; growth absorbance; inhibition, % at 11.9 µM; in the data active = inhibition above about 11%
# Tat transport: E. coli Tat transport inhibition; E. coli MC4100 TorA-mCherry Tat export, fluorescence; inhibition, % at 10 µM; 340,000 tested, 0.036% active;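 active = mean replicate inhibition at least 50% and at least half of replicates individually reaching 50%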;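 also: exported cargo escapes ClpAP degradation while cytoplasmic cargo is degraded and loses fluorescence; 0% = median of neutral control wells and 100% = median of NaSCN control wells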
# SUMO Mot1 rescue: SUMOylation pathway inhibition by Mot1-301 growth rescue; S. cerevisiae Mot1-301 growth rescue, ATP luminescence, 38.5C; percent above DMSO median, 100 means doubled; growth rescue, % at 18.8 µM; 320,000 tested, 1% active; AID 2716;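 active = every valid replicate shows activation above 250% relative to neutral control wells; inactive = the rest, any valid replicate at or below 250%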;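 also: OY570 slx delta 5 strain wells were the positive control but not used for scaling; some compounds called inactive have numbers as strong as hits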
# Ecoli viability: bacterial growth inhibition, counter-screen for AddAB inhibitors; E. coli V3065 growth, OD600 absorbance, 18 h; inhibition, % at 11.9 µM; 330,000 tested, 0.27% active; AID 449728;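 active = inhibition above the campaign's mean inhibition across all tested compounds plus 3 SD, cut at about 9.9% in these data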;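 also: uninfected addAB+ strain grown without phage in ampicillin broth; 0% = DMSO wells and 100% = ciprofloxacin 0.95 µg/ml wells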
# MOR-DOR ag: agonists of human mu-delta opioid receptor heterodimerization; P35372+P41143; cells, OPRM1-OPRD1 heterodimerization, luminescence; activation, % at 9.3 µM; 340,000 tested, 0.3% active; in the data active = activation above about 18%;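 also: 0% = vehicle-treated cells and 100% = reference agonist; values of inactives mirror those of a sister screen read the other way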
# AddAB inh: less growth of phage-infected E. coli with AddAB. E. coli expressing H. pylori AddAB, absorbance growth. inhibition, % at 11.9 µM. 330,000 tested, 0.29% active. AID 435030; in the data active = inhibition above about 12%;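 also: 0% = vehicle wells of infected cells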
# OPRM1-OPRD1 inv: mu-delta opioid heterodimer inverse agonism; P35372+P41143; cell-based MOR-DOR heterodimer luminescence; inhibition, % at 9.3 µM; 340,000 tested, 0.21% active; AID 504357; in the data active = inhibition above about 22%, passing the limit was not always enough;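 also: 0% = cells with DMSO and 100% = wells without cells with DMSO; values of inactives mirror those of a sister screen read the other way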
# HTR5A inv ctr: inverse agonist of human HTR5A in OPRM1-OPRD1 counter-screen | P47898 | HTR5A cell line, luminescence, inverse agonism | inhibition, % at 9.3 µM | 340,000 tested, 0.083% active; in the data active = inhibition mostly above about 23%, no sharp cut-off; inactive = mostly below about 18%;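 also: 0% = cells with DMSO and 100% = no-cell wells with DMSO; some compounds called inactive have numbers as strong as hits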
# Target sequence (P47898 whole entry, looked up): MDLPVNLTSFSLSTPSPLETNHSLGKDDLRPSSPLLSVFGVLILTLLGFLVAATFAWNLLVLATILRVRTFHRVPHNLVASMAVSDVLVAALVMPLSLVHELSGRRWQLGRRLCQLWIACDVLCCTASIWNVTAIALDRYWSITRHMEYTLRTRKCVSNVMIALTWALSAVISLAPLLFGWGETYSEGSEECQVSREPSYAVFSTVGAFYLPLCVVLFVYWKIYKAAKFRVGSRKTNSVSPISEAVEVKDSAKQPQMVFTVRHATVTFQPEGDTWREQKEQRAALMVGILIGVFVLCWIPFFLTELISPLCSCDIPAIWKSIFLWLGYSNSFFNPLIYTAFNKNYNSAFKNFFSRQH
# * = called active by the depositor; x = not tested or not shown. Random draw from the library; 2.2% or so of the library scored in one or more.
# Preview, 5 compounds:
SMILES,PKA-R2B activ,PfHsp90 yeast 2,PKA-R1A act,phage Ecoli inh,Tat transport,SUMO Mot1 rescue,Ecoli viability,MOR-DOR ag,AddAB inh,OPRM1-OPRD1 inv,HTR5A inv ctr
Cn1c(=O)c2c(nc(SCC(=O)NC34CC5CC(CC(C5)C3)C4)n2C)n(C)c1=O,2,-8,-7,1.3,5,-15,-2.5,-1.8,-1.2,9,27
COc1cccc(NC(=S)NCCc2ccccn2)c1,0,-7,-6,3.6,-6,-8,0.4,-1.2,7.5,8,-3
COCc1c(C(=O)OC/C(O)=C(\C#N)c2nc3ccccc3[nH]2)oc2ccccc12,x,-36,x,2.7,2,-11,-2.0,x,-0.6,x,x
CCCCSc1nc(C(=O)O)cc(=O)[nH]1,-14,-44,-8,0.3,-6,-8,2.0,0.8,2.2,-4,1
CCN(CC)CCCN1C=C2C(=O)C(C)(OC(=O)CCc3ccccc3)C(=O)C=C2C=C1c1ccc(C#N)cc1 (stereo not drawn),-3,12,-2,x,6,-5,-3.1,1.4,0.4,-8,-14

# Main list, previewed entries included:
SMILES,PKA-R2B activ,PfHsp90 yeast 2,PKA-R1A act,phage Ecoli inh,Tat transport,SUMO Mot1 rescue,Ecoli viability,MOR-DOR ag,AddAB inh,OPRM1-OPRD1 inv,HTR5A inv ctr
Cn1c(=O)c2c(nc(SCC(=O)NC34CC5CC(CC(C5)C3)C4)n2C)n(C)c1=O,2,-8,-7,1.3,5,-15,-2.5,-1.8,-1.2,9,27
COc1cccc(NC(=S)NCCc2ccccn2)c1,0,-7,-6,3.6,-6,-8,0.4,-1.2,7.5,8,-3
COCc1c(C(=O)OC/C(O)=C(\C#N)c2nc3ccccc3[nH]2)oc2ccccc12,x,-36,x,2.7,2,-11,-2.0,x,-0.6,x,x
CCCCSc1nc(C(=O)O)cc(=O)[nH]1,-14,-44,-8,0.3,-6,-8,2.0,0.8,2.2,-4,1
CCN(CC)CCCN1C=C2C(=O)C(C)(OC(=O)CCc3ccccc3)C(=O)C=C2C=C1c1ccc(C#N)cc1 (stereo not drawn),-3,12,-2,x,6,-5,-3.1,1.4,0.4,-8,-14
CCOC(=O)N1CCN(CC(O)COc2cc(C)cc(C)c2)CC1 (stereo not drawn),4,3,3,-2.5,-3,16,1.6,3.3,1.1,-15,-3
O=C(COC(=O)c1ccccc1SCC(=O)N1CCCC1)NC1CCS(=O)(=O)C1 (stereo not drawn),3,9,1,-3.3,-6,-25,2.2,-1.1,1.7,7,-8
Cc1cc(C)cc(NC(=O)Cn2nnc3ccccc3c2=O)c1,2,-4,-6,4.0,-4,x,2.6,-0.3,2.4,1,-2
CCN(CC)S(=O)(=O)c1cc(C(=O)Nc2cccnc2Cl)ccc1Cl,6,-15,8,1.1,0,-15,1.9,0.3,3.9,-1,-23
CC(C)c1nnc(NC(=O)CCCC(=O)O)s1,-8,-21,-6,1.5,4,-8,-1.3,-2.4,0.6,14,6
CC1(C)Cc2c(sc3nc(C4CC4)n(N)c(=O)c23)CO1,-6,-3,-12,-0.1,6,442,-2.0,-1.7,-0.2,9,-5
COC(=O)c1ccccc1-c1ccc(/C=N/NC(=O)c2cc3ccccc3o2)o1,-15,x,-2,1.7,7,44,-1.0,2.4,5.0,-12,10
CCn1ncc(Br)c1C(=O)Nc1ccc(Cl)cn1,-6,9,-15,2.2,13,6,-1.5,-3.8,0.9,18,-28
O=C(O)C1=NN(c2ccccc2)C(=O)C1,4,-44,3,1.1,1,76,1.1,-1.0,0.5,5,2
CCN1CCN(S(=O)(=O)c2ccc(S(=O)(=O)N(CC)Cc3ccccc3)cc2)CC1,14,9,5,3.1,3,-6,1.1,0.1,2.7,-1,6
CC(C)NC(=O)c1ccc(COc2cc(Cl)ccc2Cl)o1,5,-13,4,3.0,8,8,1.4,-0.3,1.7,1,-16
Cc1cc(C(=O)N2CCCC(N3CCN(c4ccccc4C)CC3)C2)nc(C)n1 (stereo not drawn),-2,-8,-2,0.7,-3,1,0.7,-1.3,-1.9,9,9
N=c1c(S(=O)(=O)c2ccc(Cl)cc2)cc2c(=O)n3ccccc3nc2n1Cc1cccnc1,4,15,1,x,2,-3,0.1,-2.0,2.1,11,4
CNC(=O)c1cc(C(=O)c2ccc(C(F)(F)F)cc2)c[nH]1,7,1,-2,-0.2,-7,83,0.3,-2.3,2.2,11,-21
COC(=O)Nc1ccc2c(c1)N(C(=O)CCCl)c1ccccc1S2,3,4,-9,x,-2,-6,x,5.5,x,-25,-6

# Reprinted at random: two entries already listed
SMILES,PKA-R2B activ,PfHsp90 yeast 2,PKA-R1A act,phage Ecoli inh,Tat transport,SUMO Mot1 rescue,Ecoli viability,MOR-DOR ag,AddAB inh,OPRM1-OPRD1 inv,HTR5A inv ctr
Cc1cc(C(=O)N2CCCC(N3CCN(c4ccccc4C)CC3)C2)nc(C)n1 (stereo not drawn),-2,-8,-2,0.7,-3,1,0.7,-1.3,-1.9,9,9
CCCCSc1nc(C(=O)O)cc(=O)[nH]1,-14,-44,-8,0.3,-6,-8,2.0,0.8,2.2,-4,1

# Next section:
SMILES,PKA-R2B activ,PfHsp90 yeast 2,PKA-R1A act,phage Ecoli inh,Tat transport,SUMO Mot1 rescue,Ecoli viability,MOR-DOR ag,AddAB inh,OPRM1-OPRD1 inv,HTR5A inv ctr
CCSc1nnc(NC(=O)CN2C(=O)C3CC=CCC3C2=O)s1 (stereo not drawn),-10,-13,-5,3.7,-3,-9,2.3,-1.2,1.6,8,10
S=c1[nH]nc(C2CC2)n1Cc1ccccc1,-11,-6,-10,2.7,-5,-7,1.2,-0.6,-1.2,3,-5
CCCCN(CC)CCCNC(=S)Nc1ccc2nc3n(c(=O)c2c1)CCCCC3,0,8,-6,3.8,-8,-1,-1.1,-3.9,0.7,21,-6
COc1ccc(C(=O)Nc2cc3c(cc2N2CCCCC2)n(C)c(=O)n3C)cc1OC,1,-20,10,0.6,0,34,-4.6,-2.4,-0.5,12,13
Cc1ccc2oc(=O)c3cc(C(=O)NCCN4CCN(C)CC4)sc3c2c1,-5,22,-8,1.1,-7,-17,-1.0,-3.8,1.4,19,-12
COc1ccc(NC(=O)CSc2nc(C)cs2)c([N+](=O)[O-])c1,-1,6,2,1.7,-4,4,2.9,-3.1,0.8,12,-2
CC(C)[C@H](NC(=O)c1cc2cc(Cl)ccc2n1C)C(=O)N1CCC(C(=O)O)CC1,3,10,0,1.5,0,-3,-2.1,-0.8,0.2,4,11
Cc1ccc(S(=O)(=O)N2CCOCC2)cc1NC(=O)CSc1nnc(NC2CC2)s1,-11,17,3,4.4,6,-15,1.1,-3.2,4.5,13,0
CC[C@]12c3[nH]c4ccc(Cl)cc4c3CCN1C(=O)[C@@H](CC(=O)NCCN1CCOCC1)C[C@@H]2C(=O)N1CCN(C(=O)C2CC2)CC1,-3,-46,3,0.9,3,x,0.5,-2.7,0.1,13,-7
CC1(C)CC[C@]2(C(=O)O[C@@H]3OC(CO)[C@@H](O)[C@H](O)[C@H]3O)CC[C@]3(C)C(=CCC4[C@@]5(C)CC[C@H](O[C@@H]6OC(C(=O)O)[C@@H](O)[C@H](O)[C@H]6O)C(C)(C)C5CC[C@]43C)[C@@H]2C1 (stereo partly drawn),3,12,11,3.1,1,-6,1.8,-1.0,3.0,5,-5
Cc1nc(COC(=O)c2c(C)nn(-c3ccccc3)c2C)cs1,-17,-16,-10,0.6,1,199,-1.5,-2.5,-0.5,14,-11
CCCCOc1ccc(C(=O)NCC(=O)NC2CCN(Cc3ccccc3)CC2)cc1,2,7,-4,-2.6,0,-7,0.2,-1.6,-1.8,9,13
CC1=NN(c2ccc(N)cc2)C(=O)C1,2,28,11,4.5,-2,320,-1.5,-3.0,0.2,16,-12
CCOC(=O)C1=C(C)Nc2ccccc2N=C1NC(=O)Cc1ccc(Br)cc1,-1,-37,17,1.3,2,2,1.5,0.5,1.6,-3,12
Cc1nnc(NC(=O)CSc2nnc(Cc3ccccc3)n2-c2ccccc2)s1,6,11,-2,2.7,7,-2,0.5,-1.3,1.5,7,0
Cc1cccc[n+]1CC(=O)/C=C1\N(C)c2ccccc2C1(C)C,-9,-18,9,1.3,-11,5,1.0,-0.4,-1.3,2,19
Cc1cccc(NC(=O)c2cc(NC(=O)c3ccco3)ccc2Cl)n1,-6,-8,-8,1.9,4,-8,0.1,-1.7,1.1,7,18
O=C(CCCNC(=O)c1ccc(Cl)cc1)NCc1ccccc1F,2,20,4,3.0,-18,19,-0.7,-1.1,-2.2,8,8
Cc1ccc(S(=O)(=O)Nc2cccnc2Oc2ccc(Cl)cc2)cc1,1,10,-8,-1.1,2,-2,2.4,0.7,2.5,-3,18
CC12CN3CCN(CC(C3)C1(O)CN1CCOCC1)C2 (stereo not drawn),-6,x,-1,1.4,-3,-5,0.4,-2.7,1.3,12,-10
CCCCN(CC)CCNC(=O)c1cn(C)c(=O)c2c1c1ccccc1n2C,3,8,2,-0.6,2,42,0.0,-0.3,-1.2,2,9
CC(C)NC(=S)NC(=O)/C=C/c1ccc(F)cc1,-5,-15,6,2.1,-7,11,3.6,10,0.9,-55,1
N#CCC(=O)Nc1ccc(C(=O)OCC(=O)Nc2sc3c(c2C#N)CCCC3)cc1,-3,x,6,0.2,3,x,x,-0.5,x,2,7
CCc1ccc(-c2nc(CS(=O)CC(=O)O)c(C)o2)cc1 (stereo not drawn),4,22,-8,3.4,1,3,-2.1,-1.3,1.5,6,-4
COCCn1c(SCC(=O)Nc2cc(Cl)ccc2OC)nc2c(c1=O)SC(C)C2 (stereo not drawn),-3,-19,-7,2.8,2,-1,0.3,-0.5,-0.2,3,-32
COc1cc(Br)c(C2C(C#N)=C(N)Oc3n[nH]c(-c4cccnc4)c32)cc1OC (stereo not drawn),-3,-4,-8,4.0,1,46,-1.0,-1.6,1.1,9,0
CN(C)/C(CN1CCN(C=O)CC1)=C1\N=C(c2ccccc2)OC1=O,11,-47,6,4.7,-6,0,0.9,0.2,1.5,-1,-7
O=C1CNC(=S)N1CCCn1ccnc1,1,3,-10,1.4,-8,-6,0.9,-1.4,1.6,7,3
COc1ccc(CCC(=O)Nc2c(C)n(C)n(-c3ccccc3)c2=O)cc1,-1,-1,-13,2.2,18,-22,0.6,-2.7,-0.5,14,-15
O=c1[nH]c(C2CCN(S(=O)(=O)c3ccc4c(c3)OCCO4)CC2)nc2c1nnn2Cc1ccc(F)cc1,-8,-1,-2,0.8,27,-18,0.6,-0.5,2.6,4,-13
COc1ccc(OC)c(NC(=O)C2C3C=CC(C3)C2C(=O)NCc2cccnc2)c1 (stereo not drawn),x,13,x,3.1,-5,21,-1.0,x,-1.5,x,x
S=C(NCc1ccccc1)Nc1ccc(Oc2ccccc2)cc1,-7,-10,-11,2.4,9,41,3.4,4.8,3.6,-24,0
COc1ccc(C(=O)C2CCCN(C(=O)Cn3nc(C)cc3C)C2)cc1F (stereo not drawn),1,14,-5,1.0,-1,50,2.8,-0.1,-0.7,0,15

# Screening data (PubChem)
